Screening results: PubChem BioAssay, several laboratories
CAL PDZ FP – inhibitors of human CAL PDZ peptide binding. 0.02% of 330,000 active. AID 504414. purified CAL PDZ, TMR-peptide fluorescence polarization, 1 h. Q9HD26. inhibition, % at 20 µM;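 active = highest replicate inhibition of at least 40%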;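 also: plate controls were DMSO neutral control wells for no effect and unlabeled competitor peptide control wells for full effect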
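material = purified tagged CAL PDZ domain construct (CerCALP) | compound dosing = 20 µM, one dose | times = 1 h at RT | measured by = fluorescence polarization from S- and P-plane intensities, G-factor corrected | read-out = inhibition from polarization loss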
DAGLB inh – diacylglycerol lipase beta (human) inhibition; HEK293T DAGLB membrane lysate, EnzChek fluorogenic substrate; inhibition, % at 5.17 µM; Q8NCG7; AID 504411; 0.059% of 340,000 active; in the data active = inhibition above about 34%;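 also: 0% = enzyme with vehicle and 100% = wells lacking enzyme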
Ecoli viability – bacterial growth inhibition, counter-screen for AddAB inhibitors; E. coli V3065 growth, OD600 absorbance, 18 h; inhibition, % at 11.9 µM; 0.27% of 330,000 active; AID 449728;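 active = inhibition above the campaign's mean inhibition across all tested compounds plus 3 SD, cut at about 9.9% in these data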;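 also: uninfected addAB+ strain grown without phage in ampicillin broth; 0% = DMSO wells and 100% = ciprofloxacin 0.95 µg/ml wells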
AddAB inh – less growth of phage-infected E. coli with AddAB; E. coli expressing H. pylori AddAB, absorbance growth; 0.29% of 330,000 active; inhibition, % at 11.9 µM; in the data active = inhibition above about 12%;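 also: 0% = vehicle wells of infected cells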
phage Ecoli inh – E. coli growth loss with phage present. growth absorbance. inhibition, % at 11.9 µM. 0.26% of 360,000 active. AID 651602; in the data active = inhibition above about 11%
Rtt109 HAT inh – inhibitors of Candida albicans Rtt109/Vps75 histone acetyltransferase | Q5AAJ8 | purified Rtt109/Vps75, ThioGlo CoA-SH fluorescence, 4 h | inhibition, % at 34.9 µM | 0.16% of 330,000 active;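 active = inhibition of at least 50% in every replicate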
Target sequence (Q5AAJ8 whole entry, looked up): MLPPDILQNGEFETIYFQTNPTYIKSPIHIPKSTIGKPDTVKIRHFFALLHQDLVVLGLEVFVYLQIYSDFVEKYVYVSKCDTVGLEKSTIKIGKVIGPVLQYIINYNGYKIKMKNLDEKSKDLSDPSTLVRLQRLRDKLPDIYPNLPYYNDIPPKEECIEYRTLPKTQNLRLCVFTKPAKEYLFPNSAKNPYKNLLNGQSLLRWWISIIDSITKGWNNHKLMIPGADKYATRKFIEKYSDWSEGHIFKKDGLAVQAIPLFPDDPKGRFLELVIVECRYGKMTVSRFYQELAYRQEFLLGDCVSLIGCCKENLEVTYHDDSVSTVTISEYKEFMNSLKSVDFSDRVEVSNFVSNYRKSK
PvdQ inh – blocks Pseudomonas aeruginosa PvdQ acylase activity. 0.063% of 340,000 active. AID 488965. inhibition, % at 10 µM. purified PvdQ acylase, fluorescence plate reader; in the data active = inhibition above about 30%, passing the limit was not always enough;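 also: 0% = vehicle neutral wells and 100% = reference inhibitor wells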
Tat transport – inhibitors of E. coli Tat protein transport. E. coli MC4100 TorA-mCherry Tat export, fluorescence. inhibition, % at 10 µM. 0.036% of 340,000 active. AID 488895;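 active = mean replicate inhibition at least 50% and at least half of replicates individually reaching 50%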;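 also: exported cargo escapes ClpAP degradation while cytoplasmic cargo is degraded and loses fluorescence; 0% = median of neutral control wells and 100% = median of NaSCN control wells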
Wnt act – activates Wnt/beta-catenin signaling in a reporter cell assay; activation, % at 9.35 µM; activator, plate reader; AID 743398; 1.2% of 300,000 active; in the data active = activation above about 30%, passing the limit was not always enough;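 also: 0% = neutral control wells and 100% = positive control wells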
PfHsp90 set2 – inhibits growth of yeast expressing Plasmodium falciparum Hsp90; S. cerevisiae expressing PfHsp90, BacTiter-Glo ATP, 48 h; yeast lacking PDR1 and PDR3 efflux regulators; inhibition, % at 9.4 µM; 0.32% of 310,000 active; AID 504621;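 active = every replicate shows inhibition above about 80%, whatever the replicate mean, limit read from the data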;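 also: 0% = DMSO neutral controls and 100% = 20 µM radicicol positive controls; yeast relying on Plasmodium falciparum Hsp90 in place of its own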
The depositor's hits bear a star; nt = no result given; & = joins results of further samples.

The line under a structure holds: CAL PDZ FP	DAGLB inh	Ecoli viability	AddAB inh	phage Ecoli inh	Rtt109 HAT inh	PvdQ inh	Tat transport	Wnt act	PfHsp90 set2
1	Cc1ccccc1Oc1ncnc2sccc12
    -0.1	-1	-0.6	1.2	1.9	-1	-7	6	nt	-17
2	CC(=O)Nc1ccc(SCC(=O)OCC(=O)NC(=O)NC2CCCC2)cc1
    -0.6	0	2.5	0.3	5.0	-8	-6	-4	-2	-16
3	Cc1ccc(NC(=O)CC2Oc3ccc(C)cc3NC2=O)cc1 (stereo not given)
    -0.4	0	nt	nt	2.0	-4	6	4	2	16
4	COc1ccc(Oc2c(C=O)c3ccccc3n2C)cc1
    -1.4	-5	0.1	2.2	-0.6	6	-8	9	nt	19
5	CCOc1ccc(C(=O)CCCC(=O)c2ccc(OCC)cc2)cc1
    -3.4	-4	1.3	0.8	1.3	-3	-20	5	13	-1
6	Cc1cc(C)c(N2CCN(S(=O)(=O)N3CCCCCC3)CC2)c(C)c1
    -0.1	-12	0.3	1.1	2.8	17	11	4	nt	-14
7	C/C(=N\n1c(C)nc2ccccc2c1=O)c1ccc(C)o1
    0.1	-2	-1.2	-1.3	2.5	-4	-10	7	-2	-1
8	C=CCOc1ccc(C2NC(=S)NC(c3ccccc3)=C2C(C)=O)cc1OC (stereo not given)
    0.1	-4	-1.2	3.5	2.9	2	5	-4	4	-4
9	COCCNC(=O)c1ccc2c(c1)S(=O)(=O)c1cc(Cl)ccc1C2=O
    0.2	-2	0.9	2.8	1.1	6	3	-3	-2	11
10	Cc1onc(-c2ccccc2)c1C(=O)N1CCN(C/C=C/c2ccccc2)CC1
    -0.5	-1	-2.1	-2.6	3.9	6	-1	3	-1	13
11	CCc1noc(C)c1C(=O)N1CCN(S(=O)(=O)c2c(C)cc(C)cc2C)CC1
    0.6	-2	0.3	1.6	5.3	-1	-12	2	-5	-16
12	O=C(CCCNS(=O)(=O)c1ccc(Br)cc1)N1CC[C@@]2(O)CCCC[C@H]2C1
    -1.0	-1	-1.4	2.2	3.4	18	-2	-5	nt	-6
13	CC(C)C[C@H](N)c1cn([C@@H](Cc2ccc(O)cc2)C(=O)N2CCNCC2)nn1
    -0.8	0	-5.2	1.9	0.6	10	-9	8	2	-42
14	CSCC[C@H](NC(=O)OC(C)(C)C)c1nnc(SCC(=O)N(C)C)o1
    -0.7	0	1.0	0.7	2.2	-9	3	-17	nt	-27
15	NC(CSC(c1ccccc1)(c1ccccc1)c1cccc2ccccc12)C(=O)O (stereo not given)
    -0.1	-2	nt	nt	nt	3	-8	-7	nt	-15
16	COc1ccc(N2CCN(C(c3cccs3)C(C)NC(=O)C(=O)N3CCCC3)CC2)cc1 (stereo not given)
    -2.5	2	-1.9	1.1	1.0	-2	-10	-2	-2	11
17	N=c1sccn1CC(=O)Nc1ccccc1Sc1ccccc1
    0.0	-2	-3.3	-0.2	3.1	18	-7	3	-3	18
18	CCCCOc1ccc(C(=O)Nc2ccc(CN3CCOCC3)cc2)cc1
    0.3	2	nt	nt	1.1	-9	-4	-9	-1	10
19	CCc1nnc(NS(=O)(=O)c2ccc(NC(=O)COc3ccc(Cl)c(C)c3)cc2)s1
    -3.2	8	-0.5	0.6	4.2	2	-18	-2	-2	-8
20	Cc1cc(=O)oc2cc(OCC(=O)N3CCCC(C)C3)ccc12 (stereo not given)
    2.1	-1	-2.1	0.9	2.4	-8	-20	5	nt	3
21	COc1cc(-c2csc(N3CCOCC3)n2)cc(OC)c1OC
    0.0	1	1.5	0.6	0.1	9	-5	0	-4	-6
22	Cc1cc(C)c2c(n1)SCC(=O)N2CC(=O)Nc1ccc(F)cc1
    -0.7	0	0.3	1.8	2.3	-6	-16	4	-2	-25
23	Cc1[nH]c(=O)[nH]c(=O)c1S(=O)(=O)N1CCCC(C(=O)N2CCN(c3ccccc3Cl)CC2)C1 (stereo not given)
    0.0	-1	0.7	2.7	nt	-8	-5	-4	nt	-24
24	O=C(c1cccs1)N1CCCC(N2CCN(c3ccc(F)cc3)CC2)C1 (stereo not given)
    -0.4	-1	0.9	5.9	3.2	-3	-6	6	-2	-33
25	Cc1cc2oc(=O)cc(CN3CCOCC3)c2cc1C(C)C
    -1.0	-2	-1.0	-0.3	0.5	-2	-20	-2	2	-9
26	COc1cccc(NC(=O)c2ccc3c(c2)C(=O)N(CC2CCCO2)C3=O)c1 (stereo not given)
    -1.7	-3	1.9	5.4	1.6	1	-11	10	-1	9
27	Nc1nc2c(ncn2COC(CO)CO)c(=O)[nH]1
    0.7	0	0.8	0.5	1.8	3	-3	-17	1&1	20
28	O=C(Nc1ccc(Nc2ccccc2)cc1)c1ccc(Br)o1
    -0.3	3	1.8	7.7	3.4	33	-3	-2	29	4
29	COc1ccccc1N(C)S(=O)(=O)c1ccc(C(=O)Nc2cc(F)ccc2C)cc1
    -0.7	-3	1.3	-2.7	4.2	15	-5	-3	-2	nt
30	O=C(NNc1c(F)c(F)cc(F)c1F)c1ccc(Cl)nc1
    -2.9	1	2.0	2.3	-1.7	-17	-16	8	0	15
31	Clc1ccc(C2Nc3cccc4cccc(c34)N2)cc1
    1.7	3	-0.9	-0.2	0.0	0	-15	0	-1	-17
32	O=C(CCN1CCCCC1)c1ccc2c(c1)OCO2
    -0.7	-6	2.5	3.9	2.7	2	-11	-6	nt	18
33	C/C(=N\NC(=O)c1ccc(O)cc1)c1cccc(NC(=O)c2ccccc2C)c1
    -1.8	0	-0.8	0.7	0.0	3	1	-8	4	-5
34	O=C(OCCSCCOC(=O)C1CC=CCC1)C1CC=CCC1 (stereo not given)
    -0.8	-9	nt	nt	0.9	4	3	9	-3	-2
35	CC1(C)CC2CC(C)(CN2C(=O)COc2cccc3ccccc23)C1 (stereo not given)
    -1.2	-4	-1.2	1.4	3.1	-15	7	-8	-8	-10
36	COc1ccc(OCCNC(=S)Nc2cccc3ccccc23)cc1
    1.2	-4	-0.2	0.8	0.2	-25	2	3	nt	3
37	CCc1cccc(OCCCCNCCCOC)c1
    -0.7	0	-0.1	2.8	5.0	-5	7	3	-2	7
38	CCOC(=O)c1sc2nc(C)nc(N3CCN(c4ncccn4)CC3)c2c1C
    -1.5	-3	1.1	-0.3	-0.5	1	-15	4	-2	-19
39	COc1ccc(OCC(=O)OC(C)CN2CCCCC2)cc1 (stereo not given)
    0.6	-2	1.6	2.1	1.0	-1	-3	-2	2	10
40	COc1cccc(N=C2SC(C(=O)Nc3ccccc3F)CC(=O)N2C)c1 (stereo not given)
    -0.1	-2	2.2	1.5	4.3	1	3	-6	nt	-27
41	COc1cc(/C=N/NC(=O)c2ccncc2)ccc1Oc1ccc([N+](=O)[O-])cn1
    -0.1	-1	-0.8	3.3	6.2	2	-13	-7	-1	-9
42	O=C(NCCCN1CCOCC1)c1ccc(NS(=O)(=O)c2cccc([N+](=O)[O-])c2)cc1
    -2.0	1	-0.8	-0.4	1.1	-3	-5	2	-1	1
43	Cc1c(NC(=O)c2ccccc2NC(=O)c2ccccc2)cccc1C(=O)O
    -0.5	-6	-0.1	-0.9	0.0	19	4	2	1	13
44	CC(C)CNC1=CC(=O)CC(c2ccco2)C1 (stereo not given)
    -0.8	2	-0.3	3.5	4.2	7	12	-4	-4	1
45	CC(C)=C1C2C=CC1C(C(=O)Nc1cccc(C)c1)C2C(=O)O (stereo not given)
    -2.3	0	2.5	0.3	-0.2	-4	-15	3	nt	23
46	Cc1cc(NC(=O)c2ccc(S(=O)(=O)N(C)C)cc2)no1
    -0.1	3	1.5	2.1	6.0	-10	-7	3	nt	15
47	CCc1[nH]nc2c1C(Cc1ccccc1)C(C#N)=C(N)O2 (stereo not given)
    -0.5	4	0.3	-0.8	1.7	-1	-9	-1	nt	-5
48	O=C(CSc1nnc(-c2ccncc2)n1Cc1ccco1)Nc1cccc(O)c1
    -0.4	1	2.1	3.7	3.3	2	-3	9	-2	-7
49	O=C(NCC1CC1)NC(=O)c1c(F)cccc1Cl
    -0.5	-4	1.4	2.0	0.4	7	-15	-1	-1	12
50	Cc1cc(C)c2c(ccc3ccccc32)n1
    -0.9	-1	nt	nt	1.6	-11	-15	-1	0	7
51	CCOC(=O)N1CCN(C(=O)c2ccccc2SCC(=O)NCC2CCCCC2)CC1
    -0.9	0	2.3	1.2	2.4	12	-3	-2	1	21
52	Cn1c(-c2cccc(Br)c2)n[nH]c1=O
    -1.1	nt	0.6	4.3	2.0	0	-13	18	-2	-12
53	Cc1ccc(NC(=O)CSc2nnc(CN3CCOCC3)n2C)cc1C
    -2.3	1	-2.5	-0.4	5.7	-2	-8	-3	-3	-14
54	O=c1c(O)c(-c2ccc(O)c(O)c2)oc2cc(O)ccc12
    3.1	-2	nt	nt	4.8	-154	-8	1	2	-36
55	COc1ccc(NC(=O)c2ccc(F)cc2)cc1S(=O)(=O)Nc1cc(C)ccc1Br
    0.2	2	0.2	-0.3	2.0	4	-10	3	-4	-15
56	Cn1c(C(=O)NC2CCCCCC2)cc2c(=O)n(C)c3ccccc3c21
    0.2	1	-2.2	1.3	3.6	0	-7	3	-1	8
57	COC(=O)CCN(Cc1cc(OC)ccc1OC)S(=O)(=O)c1ccccc1Br
    0.1	-2	-0.9	-2.7	5.2	2	-11	5	-1	11
58	CN(C(=O)c1ccc(NC(=O)Cc2ccc(NC(=O)C3CCN(C(=O)CCc4ccccc4)CC3)cc2)cc1)C1CCCC1
    -1.1	-1	nt	nt	0.0	-7	-18	6	-2	-16

Exported in transposed form: 2 of the compounds above.
57	COC(=O)CCN(Cc1cc(OC)ccc1OC)S(=O)(=O)c1ccccc1Br
51	CCOC(=O)N1CCN(C(=O)c2ccccc2SCC(=O)NCC2CCCCC2)CC1

assay / compound | 57 | 51
CAL PDZ FP | 0.1 | -0.9
DAGLB inh | -2 | 0
Ecoli viability | -0.9 | 2.3
AddAB inh | -2.7 | 1.2
phage Ecoli inh | 5.2 | 2.4
Rtt109 HAT inh | 2 | 12
PvdQ inh | -11 | -3
Tat transport | 5 | -2
Wnt act | -1 | 1
PfHsp90 set2 | 11 | 21
